Screening data deposited in PubChem by National Center for Advancing Translational Sciences (NCATS).
Sm TGR block = qHTS Assay for the Inhibitors of Schistosoma Mansoni Peroxiredoxins | purified TGR, DTNB reduction, TNB absorbance 405 nm | Potency, µM (doses to about 114 µM), inactives show at the top dose activity change, negative = inhibition, usual class: inhibitors | hit rate 3% among 360,000; also: potency is read from the fitted curve at half-maximal effect; nearly all actives have a fitted effect of over 60% in size
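TGR 20 nM + NADPH 100 uM (dispensed conc.), cpd preinc 15 min RT; start with NADPH (500 uM addition) then DTNB (15 mM addition). Kinetic TNB absorbance, 405 nm filter. Four-parameter Hill fit across titration.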
HCMV inh = qHTS Assay for inhibitors of the human cytomegalovirus (HCMV) | activity change, negative = inhibition, % at 57.5 µM | AID 1259415, 2018 | hit rate 4.5% among 410,000 | HFF cells, HCMV-luciferase reporter, 72 h; hits give low values; in the data active = activity change below about -60%; inconclusive = no clear call, values can overlap the other calls; inactive = above about -39%
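Screen run at 2 compound doses on HFFs infected with reporter HCMV, MOI 1 PFU/cell. Luciferase activity from cell lysates at 72 h post infection gave inhibition relative to buffer-only and Salinomycin wells.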
Giardia FBPA inh = qHTS Assay for Inhibitors of Fructose-1,6-bisphosphate Aldolase from Giardia Lamblia | hit rate 0.71% among 290,000 | purified Giardia FBPA | Potency, µM (series often up to 59.6 µM), for inactives: at the highest dose activity, negative = inhibition, actives largely listed as inhibitors | A8B2U2; also: potency is read from the fitted curve at half-maximal effect; nearly all actives have a fitted effect of over 55% in size
Target sequence (A8B2U2 whole entry, looked up): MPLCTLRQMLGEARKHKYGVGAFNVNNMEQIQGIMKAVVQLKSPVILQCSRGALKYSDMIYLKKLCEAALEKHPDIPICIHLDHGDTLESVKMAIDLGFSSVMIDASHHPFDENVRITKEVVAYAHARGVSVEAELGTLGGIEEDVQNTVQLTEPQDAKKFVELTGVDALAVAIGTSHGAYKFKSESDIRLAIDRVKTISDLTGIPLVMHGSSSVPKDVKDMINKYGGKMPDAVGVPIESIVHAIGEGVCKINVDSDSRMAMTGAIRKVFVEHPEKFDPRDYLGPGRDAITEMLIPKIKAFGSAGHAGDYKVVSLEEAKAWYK
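Giardia FBPA (40 nM reagent) was preincubated 10 min at RT with compound (up to 57.5 uM final), then substrate plus GAPDH/TPI/NAD/arsenate coupling system with diaphorase/resazurin was added; resorufin fluorescence (525/598 nm) was read after 20 min.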
AMA1-RON2 inh = qHTS for Inhibitors of AMA1-RON; Towards Development of Antimalarial Drug Lead: Primary Screen; Plasmodium falciparum AMA1 (3D7) - RON2 peptide interaction; AlphaScreen AMA1-biotinylated RON2 peptide binding; Potency, µM (titrated, usually from 58.2 µM), inactives show at the highest dose activity change, negative = inhibition, hits mostly inhibitors; hit rate 0.2% among 360,000;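 also: potency is read from the fitted curve at half-maximal effect; 0% = vehicle wells and -100% = peptide control; nearly all actives have a fitted effect of over 45% in size; some results filed as inactive show a strong effect at the top dose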
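AMA1 (3D7) with his tag at 25 nM final met compounds first, then biotinylated RON2 peptide at 25 nM; detection used donor plus acceptor beads, 10 µg/mL apiece, read by AlphaScreen after 30 min at room temperature.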
AmpC detergent = qHTS Inhibitors of AmpC Beta-Lactamase (assay with detergent) | Potency, µM (top dose mostly 114 µM), inactives show at the top dose activity change, negative = inhibition, usual class: inhibitors | hit rate 0.041% among 370,000 | AmpC hydrolysis of nitrocefin, absorbance 480 nm, 0.01% Triton | AID 485294, 2010;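 also: potency is read from the fitted curve at half-maximal effect; 0% = no-compound wells and -100% = no-enzyme wells; nearly all actives have a fitted effect of over 25% in size; some results filed as inactive show a strong effect at the top dose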
Target sequence (P00811 whole entry, looked up): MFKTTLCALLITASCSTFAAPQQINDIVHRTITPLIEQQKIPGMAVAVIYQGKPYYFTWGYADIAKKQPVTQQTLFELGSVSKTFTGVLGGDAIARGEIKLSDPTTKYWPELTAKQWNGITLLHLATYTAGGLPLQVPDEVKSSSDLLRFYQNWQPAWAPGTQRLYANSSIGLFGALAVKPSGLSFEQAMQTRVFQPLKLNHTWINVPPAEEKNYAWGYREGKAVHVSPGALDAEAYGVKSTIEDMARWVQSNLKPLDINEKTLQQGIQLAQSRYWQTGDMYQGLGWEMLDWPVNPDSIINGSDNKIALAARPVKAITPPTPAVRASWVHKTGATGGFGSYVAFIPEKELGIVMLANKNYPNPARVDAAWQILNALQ
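AmpC (5.3 nM in the dispensed reagent) in 20 mM phosphate pH 7.0 with 0.01% (detergent screen) or 0.0001% Triton X-100 was preincubated with compounds for 15 min at room temperature. Nitrocefin was then added from an 800 uM solution, and hydrolysis was followed at 480 nm.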
HCV inh = qHTS Assay for Inhibitors of Hepatitis C Virus (HCV); Huh7.5.1 HCVcc-Cre infection, luciferase reporter, 44 h; hit rate 3.4% among 340,000; Potency, µM (series often up to 41.8 µM), inactives show at the highest dose activity change, negative = inhibition, actives largely listed as inhibitors; AID 651820, 2012; also: potency is read from the fitted curve at half-maximal effect
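Cells (1,000/well) were plated 4 h before compound, then infected with HCVcc-Cre virus (~0.5 moi). After 44 h further culture, infection was read as luciferase luminescence following a 15 min substrate incubation at room temperature.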
Numbers without * were called inactive; & = joins results of further samples; [ ] = remark or other dose. Unless noted, calls follow the shape of the dose curve; as a rule, active = well fitted curve in the direction sought with a large enough effect; inconclusive = small, poorly fitted or top-dose-only effect, or another doubt; inactive = no such curve, though single readings can be large; an effect the other way counts as inactive or inconclusive. Unless noted, % is scaled to controls: 0 for no effect and ±100 for the full control effect.

`O=C(c1ccccn1)c1ncc(C(F)(F)F)cc1Cl` gave Sm TGR block 2%, HCMV inh 24, Giardia FBPA inh -2%, AMA1-RON2 inh 6%, AmpC detergent -3% and HCV inh 5%.
Screening Cn1c(C(=O)Nc2ccc3c(c2)OCO3)cc2c(=O)n(C)c3ccccc3c21 returned Sm TGR block 0%, HCMV inh -2, Giardia FBPA inh 0%, AMA1-RON2 inh -13%, AmpC detergent inconclusive and HCV inh 3%.
For COc1c(C)cccc1C(=O)Nc1ccc(CN2CCCCC2)cc1 the results were Sm TGR block -24%, HCMV inh 72, Giardia FBPA inh 2%, AMA1-RON2 inh -7%, AmpC detergent 2% and HCV inh 4%.
COc1ccc(S(=O)(=O)N2CCN(c3ncccn3)CC2)cc1 was read as HCMV inh 56, AMA1-RON2 inh 4% and HCV inh 4%.
O=C(/C=C/Nc1cccc(C(F)(F)F)c1)C(F)(F)F was read as Sm TGR block 1%, HCMV inh -16, Giardia FBPA inh -1%, AMA1-RON2 inh -2%, AmpC detergent -6% and HCV inh 12%.
Screening COc1cc(C(=O)OCC(=O)NCCC2=CCCCC2)cc(OC)c1OC returned Sm TGR block 1%, HCMV inh -5, AMA1-RON2 inh 9%, AmpC detergent inconclusive and HCV inh 9%.
C=CCOc1ccc(C2N3CC4(C)CN2CC(CCC)(C3)C4=O)cc1 (stereo not given) was read as Sm TGR block -3%, HCMV inh -8, Giardia FBPA inh -3%, AMA1-RON2 inh -3%, AmpC detergent -1% and HCV inh 11%.
Screening NC(=O)COC(=O)C(Cc1ccccc1)NS(=O)(=O)c1ccccc1F (stereo not given) returned Sm TGR block -1%, HCMV inh 3, Giardia FBPA inh 0%, AMA1-RON2 inh 2%, AmpC detergent 4% and HCV inh 23%.
CCOC(=O)c1ccc(NC(=S)N2CCN(CCN=CC3=C(O)CC(C)(C)CC3=O)CC2)cc1 was read as Sm TGR block 1.1µM*, HCMV inh -17, Giardia FBPA inh -8%, AMA1-RON2 inh 35%[activator], AmpC detergent -6% and HCV inh inconclusive.
Screening CSCCC(NC(=O)c1ccc(=O)n(C)n1)c1nc2ccccc2[nH]1 (stereo not given) returned Sm TGR block -19%, HCMV inh 24, Giardia FBPA inh -7%, AMA1-RON2 inh 15%, AmpC detergent -13% and HCV inh 3%.
O=C(COC(=O)CCc1ccc(S(=O)(=O)N2CCOCC2)cc1)Nc1ncc(C(F)(F)F)cc1Cl was read as Sm TGR block -29%, HCMV inh 6, Giardia FBPA inh 2%, AMA1-RON2 inh 1%, AmpC detergent 1% and HCV inh 25%.
For CCc1cc2c(=O)c(-c3cnn(-c4ccccc4)c3)c(C)oc2cc1OCC(=O)Nc1ccc(F)c(F)c1 the results were Sm TGR block -6%, HCMV inh -34, Giardia FBPA inh 5%, AMA1-RON2 inh -8%, AmpC detergent -1% and HCV inh inconclusive.
For COc1cc2c(cc1OC)CN(C(=O)Cc1ccc(OC)c(S(=O)(=O)N3CCOCC3)c1)CC2 the results were Sm TGR block -2%, HCMV inh -22, Giardia FBPA inh 0%, AMA1-RON2 inh -14%, AmpC detergent -12% and HCV inh 5%.
CC1CCCN(C(=O)CCNS(=O)(=O)c2ccc(Br)cc2)C1 (stereo not given) was read as Sm TGR block -12%, HCMV inh -7, AMA1-RON2 inh -1%, AmpC detergent -7% and HCV inh 36%[activator].
Screening C(=N\c1ncnc2sccc12)/NOCc1ccccc1 returned Sm TGR block 7%, HCMV inh inconclusive, Giardia FBPA inh 2%, AMA1-RON2 inh 13%, AmpC detergent -3% and HCV inh inconclusive.
For CC(C)c1ccc(OCC(=O)N(Cc2cccs2)C2CCS(=O)(=O)C2)cc1 (stereo not given) the results were Sm TGR block 1%, HCMV inh 7 and AmpC detergent -13%.
COCCN1C(=O)c2cc(C(=O)Nc3cccc(F)c3)ccc2C1Nc1cccc(F)c1 (stereo not given) was read as Sm TGR block -13%, HCMV inh -38, Giardia FBPA inh 4%, AMA1-RON2 inh -1%, AmpC detergent -13% and HCV inh inconclusive.
NS(=O)(=O)c1ccc(NC(=O)c2cccc3cc4ccccc4nc23)cc1 was read as HCMV inh -39, AMA1-RON2 inh 14% and HCV inh inconclusive.
For O=C(CCS(=O)(=O)c1ccc(Cl)cc1)NCCN1C(=O)S/C(=C\c2ccccc2F)C1=O the results were Sm TGR block 6%, HCMV inh -6, Giardia FBPA inh 3%, AMA1-RON2 inh 5%, AmpC detergent 6% and HCV inh inconclusive.
For COc1cc(Cl)c(CNC[C@H]2O[C@@H](n3ccc(=O)[nH]c3=O)[C@H](O)[C@@H]2O)c(Cl)c1O the results were HCMV inh -2, AMA1-RON2 inh -2% and HCV inh 41%[activator].
For CC(Cc1n[nH]c(=S)o1)c1ccccc1 (stereo not given) the results were Sm TGR block 3%, HCMV inh -25, Giardia FBPA inh -25%, AMA1-RON2 inh 16%, AmpC detergent -3% and HCV inh 14%.
For C=C1CCC[C@]2(C)C[C@H]3OC(=O)C(CNC(C)(CO)CO)[C@H]3CC12 (stereo not given in full) the results were Sm TGR block 0%, HCMV inh -86*, Giardia FBPA inh 6%, AMA1-RON2 inh 5%, AmpC detergent -17% and HCV inh -9%.
Screening CCCCCNCC(=O)Nc1cc(C(F)(F)F)ccc1OCCOC returned Sm TGR block 6%, HCMV inh -21, Giardia FBPA inh inconclusive, AMA1-RON2 inh 30%[activator], AmpC detergent 1% and HCV inh -12%.
For CCOC(=O)c1ccc(CNC(=O)Cn2nnc(-c3ccccc3)n2)o1 the results were Sm TGR block -5%, HCMV inh 58, Giardia FBPA inh 5%, AMA1-RON2 inh 17%, AmpC detergent -1% and HCV inh -6%.
For COCc1[nH]nc2c1C(c1ccccc1OC)C(C#N)=C(N)O2 (stereo not given) the results were Sm TGR block -2%, HCMV inh -7, Giardia FBPA inh inconclusive, AMA1-RON2 inh 9%, AmpC detergent -16% and HCV inh 8%&30%.
Screening O=C(O)c1cccc(NC(=O)c2cccc(S(=O)(=O)Nc3cccc(C(=O)O)c3)c2)c1 returned Sm TGR block 5%, HCMV inh 0 and AmpC detergent 8%.
For CC(C)n1c(SCC(=O)Nc2ccc(F)cc2)nc2c(oc3ccccc32)c1=O the results were Sm TGR block 13%, HCMV inh -19 and AmpC detergent 22%.
Screening COc1ccccc1NC(=O)c1cnc(Nc2ccccc2OC)c2ccccc12 returned Sm TGR block 3%, HCMV inh -31, Giardia FBPA inh -8%, AMA1-RON2 inh 41%[activator], AmpC detergent -10% and HCV inh inconclusive.
Screening COc1ccccc1NC(=O)C1=C(C)NC(=O)NC1c1ccc(C)s1 (stereo not given) returned Sm TGR block 0%, HCMV inh -13, Giardia FBPA inh 0%, AMA1-RON2 inh 4%, AmpC detergent inconclusive and HCV inh -13%.
For COc1ccc(C(CNc2ccc(S(=O)(=O)N3CCCC3)cc2[N+](=O)[O-])N2CCCC2)cc1 (stereo not given) the results were Sm TGR block -5%, HCMV inh -39, Giardia FBPA inh 1%, AMA1-RON2 inh -4%, AmpC detergent inconclusive and HCV inh inconclusive.
For CCSc1ncc(C#N)c(N)n1 the results were Sm TGR block -6%, HCMV inh -16, Giardia FBPA inh -4%, AMA1-RON2 inh 28%, AmpC detergent -6% and HCV inh 18%.
For CS(=O)(=O)N1CCN(C(=O)c2c(F)cccc2F)CC1 the results were Sm TGR block 0%, HCMV inh 33, Giardia FBPA inh 4%, AMA1-RON2 inh -1%, AmpC detergent inconclusive and HCV inh 27%.
Screening CCS(=O)(=O)N1CCN(S(=O)(=O)c2ccc3c(c2)OCCO3)CC1 returned Sm TGR block 9%, HCMV inh -33, Giardia FBPA inh -5%, AMA1-RON2 inh 1%, AmpC detergent 0% and HCV inh 8%.
For CCN1CNC(=S)N(c2ccccc2C)C1 the results were Sm TGR block 10%, HCMV inh -3, Giardia FBPA inh -4%, AMA1-RON2 inh 0%, AmpC detergent -2% and HCV inh 13%.
CC(C)NS(=O)(=O)c1ccc(OCC(=O)Nc2ccc(F)cc2)cc1 was read as Sm TGR block 2%, HCMV inh -11, Giardia FBPA inh 1%, AMA1-RON2 inh -8%, AmpC detergent 0% and HCV inh -7%.
For Cc1nc2ccc(N=NN(C)C)cc2[nH]1 the results were Sm TGR block 20µM*, HCMV inh -11, Giardia FBPA inh -22%, AMA1-RON2 inh -5%, AmpC detergent -6% and HCV inh 5%.
`COc1cc(/C=C/C(=O)NC(=O)c2ccccc2O)ccc1OC(C)=O` gave Sm TGR block -13%, HCMV inh 16, Giardia FBPA inh 4%, AMA1-RON2 inh -3%, AmpC detergent inconclusive and HCV inh -16%.
Screening Cc1cc(O)c(C(c2cccc(F)c2)N2CCC(C)CC2)c(=O)n1Cc1ccco1 (stereo not given) returned Sm TGR block 25µM*, HCMV inh 9 and AmpC detergent -1%.
`CCc1cc(=O)oc2c(CNCc3c(F)cccc3Cl)c(O)ccc12` gave Sm TGR block -8%, HCMV inh -30, Giardia FBPA inh -19%, AMA1-RON2 inh 38%[activator], AmpC detergent 1% and HCV inh -18%.
Screening O=c1cc(O)c2sc3nc(-c4cccnc4)cc(C(F)(F)F)c3c2[nH]1 returned Sm TGR block 0%, HCMV inh -15, Giardia FBPA inh -13%, AMA1-RON2 inh -4%, AmpC detergent inconclusive and HCV inh 15%.
`CC1Cc2ccccc2N1C(=O)CO/N=C/c1ccccc1OC(F)F` (stereo not given) gave Sm TGR block -2%, HCMV inh -39, Giardia FBPA inh 5%, AMA1-RON2 inh 8%, AmpC detergent -9% and HCV inh inconclusive.
`COc1ccc(OC)c(NC(=O)C2CCCC2)c1` gave Sm TGR block 5%, HCMV inh -25, Giardia FBPA inh inconclusive, AMA1-RON2 inh 2%, AmpC detergent -5% and HCV inh -27%.
Screening CC1(C)CCC(=NNC(N)=S)CC1 returned HCMV inh 0, AMA1-RON2 inh 3% and HCV inh 8%.

Rows were taken by chance; 9.3% or so of the library scored in one or more.
